Fluorescein fluor: compound fluoresces in the fluorescein spectral region; max fluorescein-equivalent concentration, M; 59,000 tested, 0.91% active; Compound autofluorescence, 480/540 nm, fluorescein-equivalent; stronger effect = higher value; in the data active means max fluorescein-equivalent concentration above about 10 nM; inconclusive means between about 1.1 nM and that limit
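In this qHTS profile, compound fluorescence was measured with a 480 nm/540 nm filter pair following a 15-min room-temperature incubation in 100 mM Tris (pH 8.0). A six-point fluorescein series on each plate served for normalization.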
Ub-GFP proteasome: proteasome inhibitors stabilizing ubiquitin-GFP reporter; 67,000 tested, under 10 active; Potency, µM (series often up to 45.9 µM), for inactives: top-dose activation (GFP accumulation), most hits filed as activators; AID 526; Ubiquitin-GFP reporter cells, proteasome inhibition, GFP fluorescence; response scale: untreated = 0%, 10 µM MG-132 = 100%; active means well fitted activation curve with a large enough effect, not every such curve was filed as active; inconclusive means small, poorly fitted or top-dose-only effect, or another doubt; inactive means no such curve, though single readings can be large or run the other way; further: potency means the concentration at half of the fitted maximal effect
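U2OS cells expressing ubiquitin(G76V)-GFP, seeded overnight in 0.5% FBS medium, then treated 4 hr at 37 C across 46 uM to 2.9 nM. GFP-positive cells counted by laser cytometry (488 ex/515 em); %activity scaled between basal and 10 uM MG-132.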
BRCT inh green: BRCA1 BRCT-phosphoprotein interaction inhibition. BRCA1 BRCT-phosphopeptide binding, green fluorescence polarization. 75,000 tested, 0.05% active. Potency, µM (series often up to 76.9 µM), for the others: at the top dose activity change, negative = inhibition, most hits filed as inhibitors. AID 875;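 further: potency means the concentration at half of the fitted maximal effect; plate controls were peptide without protein for full effect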
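Compounds were incubated for 12 min at room temperature with a complex of 100 nM fluorescein-tagged pBACH1 decapeptide and 250 nM His-tagged BRCT protein. Buffer was phosphate pH 7.3 with EDTA, DTT and Tween 20. Disruption of binding lowers the polarization signal.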
BRCT PPI red: BRCT-phosphoprotein interaction inhibition (red fluorophore). P38398. BRCT-phosphopeptide binding, red fluorescence polarization. Potency, µM (highest dose often 76.9 µM), for inactives: at the top dose activity change, negative = inhibition, most hits filed as inhibitors. 75,000 tested, 0.03% active. AID 892; further: on the % scale 0 is the no-effect control and ±100 the full control effect
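Rhodamine-labelled pBACH1 10-mer (100 nM) bound to BRCT domain (100 nM) at pH 7.3; compounds incubated 12 min room temperature, polarization read. Free peptide defines full inhibition; unlabelled decapeptide titrated as control.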
USP2a inhib: USP2a (human) protease inhibition; O75604; USP2a enzymatic assay, qHTS inhibition; Potency, µM (series often up to 38.3 µM), for the others: at the top dose activity change, negative = inhibition, usual class: inhibitors; 60,000 tested, 0.1% active; AID 927;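 further: potency means the concentration at half of the fitted maximal effect; nearly all actives have a fitted effect of over 60% in size; plate controls were DMSO for no effect and NEM full inhibition control for full effect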
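Inhibition is measured in a cell-free coupled assay with 20 nM USP2 core, 20 nM Ub-PLA2 and 20 uM NBD C6-HPC, 2.5 h incubation. Activity normalized to NEM control.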
Epigenetic mod: epigenetic modulators derepressing GFP locus in mouse cells; mouse C127i GFP locus derepression, cytometry, 30 h; Potency, µM (doses to about 46.1 µM), without a hit: at the top dose GFP derepression (activation); 68,000 tested, 0.09% active; further: % of control where 0% means no effect
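Locus derepression in mouse mammary C127i cells whose integrated CMV-GFP reporter is normally silent; GFP expression after 30 h compound treatment was quantified by counting fluorescent cells.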
4MU fluor: compound fluoresces in the 4-MU spectral region; compound autofluorescence, 340/450 nm, 4-MU equivalents; stronger effect = higher value; max dye-equivalent concentration, M; 59,000 tested, 11% active; AID 589; in the data active means max dye-equivalent concentration above about 10 nM; inconclusive means mostly about 1.1 nM to 9.6 nM
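Compounds in 100 mM Tris, pH 8.0, incubated 15 min at room temperature, then fluorescence read at 340 nm excitation/450 nm emission. Signal converted to 4-MU dye-equivalent concentration using an on-plate six-point 4-MU standard curve.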
HEK293 cAMP ctrl: parental HEK293 cAMP activation (counter-screen). parental HEK293 CNG cAMP sensor, membrane potential fluorescence. Potency, µM (highest dose often 57.1 µM), for the others: top-dose activation, actives largely listed as activators. 73,000 tested, 2.5% active; further: potency means the concentration at half of the fitted maximal effect; % of control where 0% means no effect; nearly all actives have a fitted effect of over 55% in size
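Parental HEK 293 cells stably expressing a cAMP-gated CNG channel were loaded with membrane potential dye containing 100 uM RO 20-1724 for 60 min. Compound added for 30 min; depolarization read as fluorescence intensity at 590 nm.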
Casp1 inh: allosteric or competitive inhibitors of human caspase-1 | P29466 | Caspase-1 enzyme, Ac-WEHD-AFC fluorogenic rate | Potency, µM (doses to about 57.5 µM), for inactives: at the highest dose activity change, negative = inhibition, hits mostly inhibitors | 75,000 tested, 0.03% active | AID 900;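 further: potency means the concentration at half of the fitted maximal effect; plate controls were vehicle for no effect and no substrate for full effect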
Target sequence (P29466 120-297 limits assumed): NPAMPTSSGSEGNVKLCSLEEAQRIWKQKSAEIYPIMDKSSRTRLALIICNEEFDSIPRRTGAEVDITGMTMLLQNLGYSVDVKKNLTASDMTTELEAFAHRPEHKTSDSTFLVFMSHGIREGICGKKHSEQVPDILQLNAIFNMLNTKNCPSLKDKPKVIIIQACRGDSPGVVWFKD
Target sequence (P29466 317-404 limits assumed): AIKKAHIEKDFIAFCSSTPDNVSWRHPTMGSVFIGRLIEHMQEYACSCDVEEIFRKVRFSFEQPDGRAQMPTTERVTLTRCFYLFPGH
A350 autofl: compound fluoresces in the Alexa 350 spectral region. Compound autofluorescence, 340/450 nm, Alexa 350 dye-equivalents; stronger effect = higher value. max dye-equivalent concentration, M. AID 590. 59,000 tested, 11% active; in the data active means max dye-equivalent concentration above about 10 nM; inconclusive means mostly about 1.1 nM to 9.6 nM
Casp7 inh: caspase-7 (human) inhibition, allosteric or competitive | Potency, µM (highest dose often 57.5 µM), for the others: at the top dose activity change, negative = inhibition, most hits filed as inhibitors | AID 889 | P55210 | 75,000 tested, 0.02% active | recombinant caspase-7, Ac-DEVD-AFC fluorescence rate; active means well fitted inhibition curve with a large enough effect in the main read-out, with a control signal flat, not every such curve was filed as active; inconclusive means small, poorly fitted or top-dose-only effect, or a change in a side signal; further: potency means the concentration at half of the fitted maximal effect; % of control where 0% means no effect
Target sequence (P55210 24-198 limits assumed): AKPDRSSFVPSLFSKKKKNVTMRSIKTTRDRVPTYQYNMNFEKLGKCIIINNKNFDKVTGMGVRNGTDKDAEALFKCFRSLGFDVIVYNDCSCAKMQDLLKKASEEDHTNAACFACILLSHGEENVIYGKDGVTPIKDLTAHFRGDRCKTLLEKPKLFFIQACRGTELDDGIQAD
Target sequence (P55210 207-303 limits assumed): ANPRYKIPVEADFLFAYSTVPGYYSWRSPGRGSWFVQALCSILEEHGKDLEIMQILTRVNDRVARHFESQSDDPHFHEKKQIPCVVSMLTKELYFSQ
Starred values were filed as active, the others as inactive; i = inactive; ? = inconclusive; . = not tested or not shown; & = joins results of further samples; [ ] = dose if it differs, or a comment. Unless noted, the call rests on the fitted dose curve; in most records, active means well fitted curve in the direction sought with a large enough effect; inconclusive means small, poorly fitted or top-dose-only effect, or another doubt; inactive means no such curve, though single readings can be large; an effect the other way counts as inactive or inconclusive. This is a subset; the hit share may differ from the screen's.

mol,HEK293 cAMP ctrl,Ub-GFP proteasome,BRCT inh green,Casp7 inh,BRCT PPI red,Casp1 inh,Fluorescein fluor,USP2a inhib,4MU fluor,Epigenetic mod,A350 autofl
COc1ccc(CCNS(=O)(=O)c2ccccc2)cc1OC,0%,-5%,-0.7%,1%,0.2%,0%,?,5%,i,3%,i
c1ccc(N2CCN(c3ncnc4c3oc3ccccc34)CC2)cc1,20µM*,-3%,0.0%,-10%,-0.9%,-8%,.,7%,.,0%,.
CC1(C)C=Cc2c(cc3occ(-c4ccc5c(c4)OCO5)c(=O)c3c2O)O1,.,.,0.3%[3.08 µM],1%,-0.1%,-3%,.,1%,.,.,.
O=C(Cc1c(F)cccc1Cl)Nc1cccnc1,2%,3%,-0.4%,-1%,0.9%,1%,i,-2%,i,2%,i
COc1ccc(-c2cc3n(n2)CCc2nc4ccccc4n2-3)cc1,11%,-7%,-1.3%,-1%,0.4%,-1%,?,55%[activator],i,0%,i
O=C(c1cc2ccccc2oc1=O)N1CCN(C(=O)C2CCCO2)CC1 (stereo not drawn),15%,1%,-1.6%,-1%,0.1%,0%,i,5%,?,-3%,?
CC(=O)N1CCN(c2ccc(NC(=O)c3ccc4c(c3)OCCO4)cc2)CC1,5%,4%,-2.8%,-3%,0.5%,1%,i,-3%,i,-2%,i
COc1ccc(C)cc1NC(=O)CN1CCN(S(=O)(=O)c2ccc(Cl)cc2)CC1,?,0%,-1.0%,-2%,-1.8%,3%,?,8%,i,-2%,i
CN(C)c1ccc(C(=S)N2CCOCC2)cc1Br,?,-12%,0.1%,1%,-3.4%,-1%,.,-3%,.,7%,.
COc1ccccc1S(=O)(=O)Cc1ccc(C(=O)NC2CCCCC2)o1,26%,7%,-0.7%,2%,0.3%,-1%,i,16%,1.1e-08M*,0%,?
CC1CC(C)CN(CCCNC(=O)c2ccc3c(c2)NC(=O)C(N2CCCCC2)S3)C1 (stereo not drawn),14%,-4%,0.2%,-3%,-0.1%,0%,i,13%,i,0%,i
CCn1c(SCC(=O)Nc2nc3ccccc3s2)nc2c(c1=O)SC(C)C2 (stereo not drawn),7%,-2%,0.2%,-4%,0.7%,-2%,i,51%[activator],i,1%,i
Cc1cc(C)n(CCc2nc3c4ccccc4nc(SCc4ccc(C#N)cc4)n3n2)n1,?,-4%,-0.3%,0%,-0.4%,-1%,i,4%,?,-1%,?
O=C1CCc2cc(S(=O)(=O)N3CCCC3C(=O)N3CCN(c4ccccc4)CC3)ccc2N1 (stereo not drawn),2%,-9%,-4.5%,-1%,-2.7%,4%,.,.,.,.,.
CCC(=O)c1ccccc1OCCN1C(=O)NC(C)(C)C1=O,0%,-2%,-0.3%,-2%,-0.2%,-2%,i,2%,i,-5%,i
CC1CCN(S(=O)(=O)c2ccc(NC(=O)CSc3ncccc3C(=O)O)cc2)CC1,11%,4%,-3.9%,-1%,-1.8%,3%,?,0%,i,0%,i
Cc1cc(N2CCN(C(=O)c3ccco3)CC2)n2ncc(-c3ccccc3)c2n1,5%,23%,-0.7%,-2%,0.3%,-2%,i,24%,5.7e-08M*,0%,1.5e-08M*
C=CCSc1[nH]c(=O)cc(C)c1C(N)=O,-2%,6%,-3.0%,-1%,-0.2%,-5%,?,1%,i,-1%,i
CCCn1c(SCC(=O)Nc2ccccc2-c2ccccc2)nnc1-c1ccoc1C,16µM*,-8%,-0.4%,-1%,-0.4%,0%,i,12%,i,0%,i
CCOC(=O)c1oc2ccc3c(c2c1C)C(=O)CC1(CCN(C(=O)OCC)CC1)O3,11%,.,-1.7%,-2%,1.7%,-1%,.,.,.,.,.
COc1ccc(OC)c(C2C(C(=O)Nc3ccccc3OC)=C(C)Nc3nc(CCCO)nn32)c1 (stereo not drawn),4%,3%,-1.1%,-1%,1.5%,0%,.,.,.,-7%,.
Cc1cc(C)n2nc(C(=O)NCc3ccco3)nc2n1,0%,0%,-2.1%,0%,0.1%,1%,i,-1%,i,-3%,i
NC(=O)c1cccc(N)c1,2%&-9%,-2%&3%,-0.8%,-4%,3.1%,-2%,i,-3%,i,-1%&-1%,i
NC(=O)c1ccsc1NC(=O)COC(=O)c1ccccc1NCc1ccco1,25%,-2%,2.1%,-3%,-1.9%,4%,?,25%,4.4e-07M*,-3%,4.5e-07M*
COc1ccccc1-c1cc(C(=O)NCc2ccc(F)cc2)no1,8%,23%,-0.1%,-5%,0.2%,-3%,i,-5%,1.1e-08M*,3%,1.2e-08M*
CCOc1ccc(/C(O)=C2/C(=O)C(=O)N(CCOCCO)C2c2ccc(F)cc2)cc1 (stereo not drawn),12%,-3%,2.5%,0%,1.0%,-1%,?,9%,i,4%,i
COC(=O)c1ccc(C(NC(=O)OCc2ccccc2)/C(F)=C/[C@@H](C)C(=O)NCc2nc3ccccc3s2)cc1 (stereo partly drawn),2%,.,1.2%,-4%,-0.7%,-6%,.,.,.,.,.
COc1ccc(C2CC(C(F)(F)F)n3nc(C(=O)NCCCn4ccnc4)cc3N2)cc1OC (stereo not drawn),?,13%,-1.1%,-2%,-1.3%,2%,i,-12%,i,-3%,i
Cc1sc2nc(SCC(=O)N3CCCC3)[nH]c(=O)c2c1C,4%,-10%,0.4%,2%,-2.2%,-4%,.,.,.,.,.
COC(=O)C1C(=O)C2=C(CC1C)NC(C)=C(C(=O)OC(C)C)C2c1ccc(OC)c(O)c1 (stereo not drawn),-9%,-4%,-0.8%,-3%,0.2%,-6%,i,9%,?,2%,?
Cc1cc(O)c(C(C)C)cc1N=Cc1ccccc1O,-1%[11.4 µM],-4%[9.17 µM],-0.8%[15.4 µM],-1%[11.5 µM],0.6%[15.4 µM],-2%[11.5 µM],i,.,i,0%[9.22 µM],i
CN1CCN(c2ncc3nc(CCc4ccccc4)c(=O)n(CCc4ccccc4)c3n2)CC1,30%,-1%,17%,-27%,0.8%,?,i,106%[activator],i,5%[9.22 µM],i
c1ccc2c(-c3nc4ncccc4o3)cccc2c1,16%,5%,1.8%,0%,-0.9%,-1%,i,7%,8.5e-07M*,-2%,1.1e-06M*
O=C(O)CSc1ccccc1C(=O)O,15%[11.4 µM],7%[9.17 µM],-1.3%[15.4 µM],-1%[11.5 µM],-1.0%[15.4 µM],3%[11.5 µM],?,.,i,0%[9.22 µM],i
CC(c1cccnc1)N(C(=O)Nc1ccccc1)C1CCCCC1 (stereo not drawn),-8%,-3%,-2.4%,0%,1.3%,-3%,.,.,.,-2%,.
COCCn1c(SCC(=O)Nc2nc(C)c(Cl)cc2Cl)nc2ccccc21,11%,-6%,1.7%,.,-3.1%,-1%,?,8%,i,-1%,i

Among those listed so far, five have fluorine.
mol,HEK293 cAMP ctrl,Ub-GFP proteasome,BRCT inh green,Casp7 inh,BRCT PPI red,Casp1 inh,Fluorescein fluor,USP2a inhib,4MU fluor,Epigenetic mod,A350 autofl
O=C(Cc1c(F)cccc1Cl)Nc1cccnc1,2%,3%,-0.4%,-1%,0.9%,1%,i,-2%,i,2%,i
COc1ccccc1-c1cc(C(=O)NCc2ccc(F)cc2)no1,8%,23%,-0.1%,-5%,0.2%,-3%,i,-5%,1.1e-08M*,3%,1.2e-08M*
CCOc1ccc(/C(O)=C2/C(=O)C(=O)N(CCOCCO)C2c2ccc(F)cc2)cc1 (stereo not drawn),12%,-3%,2.5%,0%,1.0%,-1%,?,9%,i,4%,i
COC(=O)c1ccc(C(NC(=O)OCc2ccccc2)/C(F)=C/[C@@H](C)C(=O)NCc2nc3ccccc3s2)cc1 (stereo partly drawn),2%,.,1.2%,-4%,-0.7%,-6%,.,.,.,.,.
COc1ccc(C2CC(C(F)(F)F)n3nc(C(=O)NCCCn4ccnc4)cc3N2)cc1OC (stereo not drawn),?,13%,-1.1%,-2%,-1.3%,2%,i,-12%,i,-3%,i

Continuation:
mol,HEK293 cAMP ctrl,Ub-GFP proteasome,BRCT inh green,Casp7 inh,BRCT PPI red,Casp1 inh,Fluorescein fluor,USP2a inhib,4MU fluor,Epigenetic mod,A350 autofl
CCOc1ccccc1N1CC(C(=O)Nc2nccs2)CC1=O (stereo not drawn),2%,0%,-2.6%,0%,0.6%,3%,i,1%,i,6%,i
CCOc1ccc(N2C(=O)c3ccccc3C2O)cc1 (stereo not drawn),?,14%,-0.7%,-1%,1.3%,-4%,.,.,.,.,.
Cc1ccc(C)c2[nH]c(=O)c(CCNC(=O)CC(C)(C)C)cc12,7%,-1%,-0.6%,2%,-3.1%,-2%,.,.,.,.,.
COc1ccc(S(=O)(=O)N(Cc2cccs2)C2CCCC2)cc1,?,.,1.3%,-1%,-1.1%,-1%,i,-12%,i,-2%,i
O=C1C(c2[nH]c3ccccc3c2O)=Nc2ccccc21,-18%,.,-0.6%,-3%,-1.0%,-1%,.,.,.,.,.
CCn1c(SCC(=O)N2CCCc3ccccc32)nc2ccccc2c1=O,10µM*,1%,3.7%,-3%,0.7%,-4%,i,.,i,0%,i
